High-throughput results (PubChem)
mcGAS RapidFire = blocks mouse cGAS cGAMP production | Q8C6L5 | recombinant mouse cGAS, cGAMP by RapidFire MS | inhibition, % at 12.5 µM | hit rate 0.18% among 130,000;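 active means inhibition of cGAS enzyme activity at or above 60%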;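 further: enzyme stimulated by 45 bp dsDNA with ATP and GTP substrates; cGAMP share of summed cGAMP plus half ATP and half GTP signals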
Target sequence (Q8C6L5 whole entry, looked up): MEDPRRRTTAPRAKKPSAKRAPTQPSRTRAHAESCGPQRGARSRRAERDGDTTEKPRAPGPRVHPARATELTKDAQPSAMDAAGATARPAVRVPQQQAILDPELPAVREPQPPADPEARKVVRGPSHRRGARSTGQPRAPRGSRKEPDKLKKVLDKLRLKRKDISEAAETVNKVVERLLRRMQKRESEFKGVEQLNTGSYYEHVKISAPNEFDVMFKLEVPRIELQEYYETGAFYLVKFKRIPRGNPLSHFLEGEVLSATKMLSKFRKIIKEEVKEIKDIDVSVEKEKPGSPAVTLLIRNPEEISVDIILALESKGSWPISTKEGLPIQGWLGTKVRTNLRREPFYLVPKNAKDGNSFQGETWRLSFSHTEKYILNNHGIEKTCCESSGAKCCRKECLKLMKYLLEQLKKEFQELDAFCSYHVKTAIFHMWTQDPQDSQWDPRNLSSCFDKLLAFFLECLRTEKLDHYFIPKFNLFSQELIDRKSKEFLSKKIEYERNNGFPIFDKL
An asterisk follows results filed as active; & = joins results of further samples. A portion of the library. The share of hits here may be higher or lower than overall.

Preview:
What do the screens show for `O=S(=O)(N=Cc1cc(Br)ccc1O)c1cccs1`?
mcGAS RapidFire: 1

How did COCCN(CCOC)C(=O)CN(c1ccncc1)S(=O)(=O)c1ccccc1 do in these assays?
mcGAS RapidFire: -1

How did Cc1onc(-c2ccccc2)c1C(=O)N1CCC(c2ccccc2C(=O)O)C1 (stereo unspecified) do in these assays?
mcGAS RapidFire: -25

How did CC(C)OC(=O)Cc1nc(CN2CCOCC2C)cs1 (stereo unspecified) do in these assays?
mcGAS RapidFire: -16

Results for COc1ccc2c(c1)C1OCCC1C1N2C(=O)C2C(C(=O)O)C3C=CC21O3 (stereo unspecified) ?
mcGAS RapidFire: -17

Results for CN(Cc1cscn1)C(=O)NC(c1ccc(Br)cc1)C1CCC1 (stereo unspecified) ?
mcGAS RapidFire: 0

The listing (from the top)
What do the screens show for `O=S(=O)(N=Cc1cc(Br)ccc1O)c1cccs1`?
mcGAS RapidFire: 1

How did COCCN(CCOC)C(=O)CN(c1ccncc1)S(=O)(=O)c1ccccc1 do in these assays?
mcGAS RapidFire: -1

How did Cc1onc(-c2ccccc2)c1C(=O)N1CCC(c2ccccc2C(=O)O)C1 (stereo unspecified) do in these assays?
mcGAS RapidFire: -25

How did CC(C)OC(=O)Cc1nc(CN2CCOCC2C)cs1 (stereo unspecified) do in these assays?
mcGAS RapidFire: -16

Results for COc1ccc2c(c1)C1OCCC1C1N2C(=O)C2C(C(=O)O)C3C=CC21O3 (stereo unspecified) ?
mcGAS RapidFire: -17

Results for CN(Cc1cscn1)C(=O)NC(c1ccc(Br)cc1)C1CCC1 (stereo unspecified) ?
mcGAS RapidFire: 0

Results for COc1ccc(S(N)(=O)=O)cc1C(=O)N1CCCC(N2CCCC2)C1 (stereo unspecified) ?
mcGAS RapidFire: -34

How did COc1cc(N2CCC(C(O)c3cccnc3)CC2)ncn1 (stereo unspecified) do in these assays?
mcGAS RapidFire: -18

How did Cc1nc(Nc2ccc(NC(=O)Nc3ccc(F)cc3)cc2)cc(OC(C)C)n1 do in these assays?
mcGAS RapidFire: -3

What do the screens show for `S=c1[nH]nc(Cc2cccc3ccccc23)n1N=Cc1ccco1`?
mcGAS RapidFire: -9

Results for O=[N+]([O-])c1cc2c(c(CSc3ncnc4sc5c(c34)CCC5)c1)OCOC2 ?
mcGAS RapidFire: -6

What do the screens show for `Cc1c(NC(=O)N(C)Cc2ccco2)cccc1OC(F)F`?
mcGAS RapidFire: -3

Results for COc1cccc(C(=O)CSc2ccc(NC(C)=O)nn2)c1 ?
mcGAS RapidFire: 5

Results for CCCC1CCC2(CC1)NC(CO)(CO)CO2 (stereo unspecified) ?
mcGAS RapidFire: -33

Results for CC1(C)C(=O)N(O)C(C)(C)C(=O)N1O ?
mcGAS RapidFire: -17

What do the screens show for `S=c1[nH]nc(-c2snnc2-c2ccccc2)n1CCCN1CCOCC1`?
mcGAS RapidFire: -5

What do the screens show for `Cc1cc(=O)c(C(=O)OC(C)C(=O)NCC2CCCCC2)nn1-c1ccccc1` (stereo unspecified)?
mcGAS RapidFire: -4

Results for C=CCn1cc(CNCc2ccccc2-n2ccnc2C)c(C)n1 ?
mcGAS RapidFire: -7

Results for CCn1c2ccccc2n2c(C(=O)OC)c(C)nc12 ?
mcGAS RapidFire: -1

How did O=C(Nc1cccc(-c2cccc(Cl)c2)c1)C1CCN(C(=O)c2ccccc2)CC1 do in these assays?
mcGAS RapidFire: -2

Results for COc1ccccc1N=C1SCCCN1C(=O)C1CSC2(C)CCC(=O)N12 (stereo unspecified) ?
mcGAS RapidFire: -2

Results for O=C(CN1CCc2ccccc2C1)Nc1ccccc1C(=O)Nc1ccccc1 ?
mcGAS RapidFire: -8

What do the screens show for `CC(Cn1cccn1)C(=O)N1CCc2[nH]nc(-c3ccc(Cl)cc3)c2C1` (stereo unspecified)?
mcGAS RapidFire: -5

How did CC(C)(C)CC(=O)Nc1nnc(C2CCCCC2)s1 do in these assays?
mcGAS RapidFire: -9

What do the screens show for `CN(C1CCS(=O)(=O)C1)S(=O)(=O)c1ccc(F)cc1` (stereo unspecified)?
mcGAS RapidFire: 0

How did Cc1nn2c(C(F)(F)F)cc(-c3ccc(Cl)cc3)nc2c1C(N)=O do in these assays?
mcGAS RapidFire: -8

What do the screens show for `CS(=O)(=O)N1CCC(Oc2ccccc2C(=O)N2CCN(CC3CC3)CC2)CC1`?
mcGAS RapidFire: -4

What do the screens show for `Cc1nc(NC(=O)NCc2nn(-c3ccccc3)c3c2CCC3)oc1C`?
mcGAS RapidFire: -1

What do the screens show for `O=C(O)CSc1nnc(Cn2cccn2)n1-c1cccc2ccccc12`?
mcGAS RapidFire: -18

Results for c1ccc(-c2noc(CN3CCN(C4CCCC4)CC3)n2)nc1 ?
mcGAS RapidFire: -10&-7

How did COCCN1CCN(c2nc(C(=O)N3CCOCC3)cs2)C1=O do in these assays?
mcGAS RapidFire: -9

What do the screens show for `CC1(C)CC(=O)C2C(=Nc3nonc3NC2c2cccc3cccnc23)C1` (stereo unspecified)?
mcGAS RapidFire: -8

Results for Cc1cc(NC(=O)NC2(c3ccc(Cl)cc3)CCOCC2)no1 ?
mcGAS RapidFire: 4

What do the screens show for `COc1ccc(CC(=O)N(C)CC2CCCN(CCc3ccc(Cl)cc3)C2)cc1` (stereo unspecified)?
mcGAS RapidFire: -5

What do the screens show for `CC(NC(=O)NCc1ccnn1C)c1ccc(S(N)(=O)=O)cc1` (stereo unspecified)?
mcGAS RapidFire: -17

Results for C=C(C)COc1cccc(C(=O)N2CCC(NS(C)(=O)=O)CC2)c1 ?
mcGAS RapidFire: -13

How did O=C(NCc1ccccc1-n1ccnc1)c1sccc1Cl do in these assays?
mcGAS RapidFire: -11

Results for COCC1(NC(=O)[C@H](N)c2ccccc2)CCCC1 ?
mcGAS RapidFire: -12

How did COC(=O)Cc1cc(=O)n(-c2ccccc2Cl)[nH]1 do in these assays?
mcGAS RapidFire: -1

How did CCC(C)NC(=O)C1CSCN1S(=O)(=O)c1cnc2[nH]c(=O)[nH]c(=O)c2c1 (stereo unspecified) do in these assays?
mcGAS RapidFire: -9

How did COc1cccc(-n2cc(CN(C)C(=O)C3CC4(CCNCC4)CN3)cn2)c1 (stereo unspecified) do in these assays?
mcGAS RapidFire: 6

How did CCc1ccc(C(O)c2ncc(-c3ccc(C(F)(F)F)cc3)[nH]2)cc1 (stereo unspecified) do in these assays?
mcGAS RapidFire: -9

What do the screens show for `N#Cc1c(N)nc2c(c1-c1ccncc1)CCCCCC2`?
mcGAS RapidFire: 13

What do the screens show for `COc1cc(CN(C)Cc2ncccc2C)cc(OC)c1`?
mcGAS RapidFire: -16

Results for CC1(C(=O)Nc2ccc3c(c2)OCCO3)CCN1Cc1ccc(-c2ccccn2)cc1 (stereo unspecified) ?
mcGAS RapidFire: -8

How did O=C(O)CC12CSc3[nH]c(=O)sc3C1c1cc(Cl)ccc1OC2=O (stereo unspecified) do in these assays?
mcGAS RapidFire: 14

What do the screens show for `CCCN1C(=O)c2ccc(C(=O)N(CC)C3CCOC(C)(C)C3)cc2C1=O` (stereo unspecified)?
mcGAS RapidFire: -15

Results for CC(C)c1ccc(NC(=O)C2CCS(=O)(=O)C2)cc1 (stereo unspecified) ?
mcGAS RapidFire: -5

What do the screens show for `O=C(O)c1cc(-c2cccc(-n3cccn3)c2)cc(S(=O)(=O)N2CCCC2)c1`?
mcGAS RapidFire: -18

Results for CCOc1c([N+](=O)[O-])cc2c(C)c(C(=O)N3CCOCC3)oc2c1OCC ?
mcGAS RapidFire: -31

How did CN(C)c1ccc(C(F)(F)F)cc1NCc1ccsc1 do in these assays?
mcGAS RapidFire: -5

Results for CCCn1ccnc1S(=O)(=O)CC(=O)Nc1cc(Cl)ccc1C ?
mcGAS RapidFire: -6

What do the screens show for `CCc1cnc2c(c1NCCO)c(=O)n(C)c(=O)n2C`?
mcGAS RapidFire: -5

How did C=C[n+]1ccn(C2=C(NS(=O)(=O)c3ccc([N+](=O)[O-])cc3)C(=O)c3ccccc3C2=O)c1 do in these assays?
mcGAS RapidFire: 31

Results for C=C(Br)Cn1c(C(F)(F)F)nc2ccccc21 ?
mcGAS RapidFire: -8

How did Cc1c(C)n2c3c(=O)n(C)c(=O)n(C)c3nc2n1-c1cccc(O)c1 do in these assays?
mcGAS RapidFire: -6

Results for Cc1ccc(-c2nc(=S)n(CN(C3CC3)C(C)C(C)C)[nH]2)cc1 (stereo unspecified) ?
mcGAS RapidFire: -1

Results for Cc1nc(N2CCCCC2CCNS(C)(=O)=O)c2cnn(C)c2n1 (stereo unspecified) ?
mcGAS RapidFire: 2

Results for CC(=O)CSc1nc(SCC(C)=O)c2cnc(N3CCOCC3)nc2n1 ?
mcGAS RapidFire: -7

What do the screens show for `CC(=O)Nc1cccc(C(=O)NC(C)c2cnn(-c3ccccn3)c2C)c1` (stereo unspecified)?
mcGAS RapidFire: -12

What do the screens show for `CCNC(=S)Nc1ccc(NC(=S)NCC)cc1`?
mcGAS RapidFire: -4

Results for COC(=O)Cn1c(=O)c2c(nc3n2CCN3c2ccc(C)c(Cl)c2)n(C)c1=O ?
mcGAS RapidFire: -5

How did O=c1ccc(S(=O)(=O)N2CCCC2)cn1Cc1nc(-c2cccc(Cl)c2)no1 do in these assays?
mcGAS RapidFire: 2

What do the screens show for `CCOC(=O)C/C(C)=N\Nc1nc2c(c(=O)n(C)c(=O)n2C)n1CCCc1ccccc1`?
mcGAS RapidFire: -1

Results for O=C(CNC(=O)c1ccco1)Nc1ccc(OC(F)(F)F)cc1 ?
mcGAS RapidFire: -6

How did Cc1cc(Nc2ccccc2)nc(N2CCN(C(=O)C(C)C)CC2)n1 do in these assays?
mcGAS RapidFire: -8

What do the screens show for `CCOC(=O)c1nc(COC(=O)c2ccccc2F)cs1`?
mcGAS RapidFire: -6

What do the screens show for `Cc1nc(C2CCNCC2)cc(N2CCC(C(=O)NCc3ccccn3)CC2)n1`?
mcGAS RapidFire: -22

What do the screens show for `O=C(Nc1cccnc1-n1cccn1)c1ccc(C2SCCS2)cc1`?
mcGAS RapidFire: 2

How did CC1CC1C(=O)NNc1nnc(-c2ccccc2)n1-c1ccccc1 (stereo unspecified) do in these assays?
mcGAS RapidFire: -1

What do the screens show for `COCCN1C(=O)c2cnc(C)nc2C1C` (stereo unspecified)?
mcGAS RapidFire: 0

What do the screens show for `CC(C)COc1ccc(CC(=O)Nc2ccccc2O)cc1`?
mcGAS RapidFire: 0

Results for O=C(c1ccccc1Oc1ccccc1)N1CCC(O)(C(=O)O)CC1 ?
mcGAS RapidFire: -20

What do the screens show for `Cc1ccc(Cl)c(OCC(=O)NC2CCc3ccccc32)c1` (stereo unspecified)?
mcGAS RapidFire: -10

How did CCC(=O)CC(Nc1ccc(I)cc1)c1ccccc1 (stereo unspecified) do in these assays?
mcGAS RapidFire: -7

What do the screens show for `Cc1nsc(NC(=O)N[C@@H]2CCCC[C@H]2c2ccccc2)n1`?
mcGAS RapidFire: -9

Results for O=c1c(C(F)(F)F)cccn1CCn1cnc2ccsc2c1=O ?
mcGAS RapidFire: -4

How did Cc1nc(C(F)(F)F)ccc1C(=O)N1CCC1(C)C(=O)NS(C)(=O)=O (stereo unspecified) do in these assays?
mcGAS RapidFire: -10

What do the screens show for `Cc1noc(C)c1CC(=O)NCc1cccc(C(F)(F)F)c1`?
mcGAS RapidFire: -11

What do the screens show for `Cc1cc(-c2csc(NC(=O)c3cc(=O)[nH]c4ccccc34)n2)c(C)n1C`?
mcGAS RapidFire: -10

What do the screens show for `CC(=O)CC(c1ccc([N+](=O)[O-])cc1)c1c(O)c2ccccc2oc1=O` (stereo unspecified)?
mcGAS RapidFire: 0

Results for CC1=CC(=NNC(=S)Nc2cc(C)ccc2C)CC1 ?
mcGAS RapidFire: -7

How did CCOC(=O)c1[nH]c(C)c(CC(C)C)c1C do in these assays?
mcGAS RapidFire: 3

Results for Cc1ccc(C(=O)N2CCCC(N3CCC(C)CC3)C2)cc1 (stereo unspecified) ?
mcGAS RapidFire: -6

How did OCCOCCn1cnc(-c2ccccc2)c1-c1cc2ccccc2o1 do in these assays?
mcGAS RapidFire: -11

What do the screens show for `CC(Oc1ccc(Cl)cc1Br)C(=O)NNC(=O)c1ccco1` (stereo unspecified)?
mcGAS RapidFire: -6

How did CCCn1c(N)c(N(CCOC)C(=O)CC2CC3CCC2C3)c(=O)[nH]c1=O (stereo unspecified) do in these assays?
mcGAS RapidFire: -46

Results for Cc1cc(C(=O)NCc2cccnc2N2CCc3ccccc3C2)no1 ?
mcGAS RapidFire: -8

What do the screens show for `Cc1ccc(C(=O)N(C)Cc2nnnn2C)cc1C`?
mcGAS RapidFire: -4

How did c1ccc(Cc2nc(CCn3nnc(-c4ccccc4)n3)n[nH]2)cc1 do in these assays?
mcGAS RapidFire: -17

Structures shown so far that contain a nitro group on carbon (4):
Results for O=[N+]([O-])c1cc2c(c(CSc3ncnc4sc5c(c34)CCC5)c1)OCOC2 ?
mcGAS RapidFire: -6

Results for CCOc1c([N+](=O)[O-])cc2c(C)c(C(=O)N3CCOCC3)oc2c1OCC ?
mcGAS RapidFire: -31

How did C=C[n+]1ccn(C2=C(NS(=O)(=O)c3ccc([N+](=O)[O-])cc3)C(=O)c3ccccc3C2=O)c1 do in these assays?
mcGAS RapidFire: 31

What do the screens show for `CC(=O)CC(c1ccc([N+](=O)[O-])cc1)c1c(O)c2ccccc2oc1=O` (stereo unspecified)?
mcGAS RapidFire: 0

New compounds follow:
What do the screens show for `NC(=O)c1cnc2n1CCN(C(=O)c1ccccc1N1CCOCC1)C2`?
mcGAS RapidFire: -14

What do the screens show for `Cc1noc(C)c1C(C)C(=O)NCC1(O)CCC(C(C)(C)C)CC1` (stereo unspecified)?
mcGAS RapidFire: -13

How did CCOC(=O)c1nn(-c2cc(C(=O)OC)cc(C(=O)OC)c2)cc1O do in these assays?
mcGAS RapidFire: -10

Results for COCc1ccc(C(=O)Nc2ccc(-c3nc(CNC(=O)C4CCCCCN4C)c(C)o3)cc2)o1 (stereo unspecified) ?
mcGAS RapidFire: 3

How did CS(=O)(=O)N1C[C@H]2CNC[C@@]2(C(=O)N2CCc3ccccc3C2)C1 do in these assays?
mcGAS RapidFire: -23

What do the screens show for `O=C(CCSc1ccccc1Br)NC1CCN(C(=O)C2CC2)CC1`?
mcGAS RapidFire: -2

What do the screens show for `COc1cc(C=C2SC(=O)N(CCNC(=O)c3ccc4c(c3)CCCC4)C2=O)cc(OC)c1OC`?
mcGAS RapidFire: 0

What do the screens show for `CSc1ccccc1NC(=O)C(C)N1CCC(c2ccc(O)cc2)CC1` (stereo unspecified)?
mcGAS RapidFire: -15
